Screens (PubChem BioAssay)
Artemis endo inh = Artemis (human) endonuclease inhibition; Q96SD1; recombinant Artemis, quenched FAM hairpin cleavage fluorescence; inhibition, % at 10 µM; actives 0.78% (n = 30,000); AID 686954;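 active = at 10 µM dose, at least 30% inhibition, measured as corrected fluorescence normalized to stimulator and neutral control wells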
Target sequence (Q96SD1 whole entry, looked up): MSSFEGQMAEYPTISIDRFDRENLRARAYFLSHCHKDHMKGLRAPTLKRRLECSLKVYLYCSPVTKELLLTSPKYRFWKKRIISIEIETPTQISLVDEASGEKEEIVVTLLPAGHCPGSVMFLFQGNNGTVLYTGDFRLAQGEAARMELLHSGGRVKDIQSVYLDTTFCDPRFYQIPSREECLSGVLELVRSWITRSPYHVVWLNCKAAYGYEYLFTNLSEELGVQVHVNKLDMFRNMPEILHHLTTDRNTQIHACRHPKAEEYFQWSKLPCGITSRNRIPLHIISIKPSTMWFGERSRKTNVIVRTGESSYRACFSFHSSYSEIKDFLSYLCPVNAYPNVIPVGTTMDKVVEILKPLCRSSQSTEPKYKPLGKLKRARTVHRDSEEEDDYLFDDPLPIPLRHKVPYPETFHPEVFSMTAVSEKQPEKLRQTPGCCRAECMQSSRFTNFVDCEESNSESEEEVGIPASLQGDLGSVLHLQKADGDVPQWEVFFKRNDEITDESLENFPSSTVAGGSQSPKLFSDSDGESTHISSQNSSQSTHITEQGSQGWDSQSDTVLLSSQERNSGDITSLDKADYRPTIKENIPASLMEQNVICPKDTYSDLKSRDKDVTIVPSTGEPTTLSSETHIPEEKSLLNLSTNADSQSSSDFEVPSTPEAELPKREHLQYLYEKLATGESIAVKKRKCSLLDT
The depositor's hits bear a star. Only part of the results is shown (hit frequency here may not be typical).

For Cc1ccc(C)c(NC(=S)NCc2ccc3c(c2)OCO3)c1 the results were Artemis endo inh 2.
For O=C(Nc1ccc2c(c1)OCCO2)C1CCCN(S(=O)(=O)c2cccs2)C1 (centres undefined) the results were Artemis endo inh -5.
COc1ccccc1S(=O)(=O)Nc1ccc(-c2nnc3n2CCCCC3)cc1 was read as Artemis endo inh -4.
`COc1ccc(Cl)cc1NC(=O)CC(C)c1ccccc1` (centres undefined) gave Artemis endo inh -4.
For Cc1ccc(-c2cc(C(=O)N/N=C/c3ccco3)[nH]n2)cc1 the results were Artemis endo inh 6.
For O=C1C2C(c3ccccc3)C=CC(c3ccccc3)C2C(=O)N1CCCO (centres undefined) the results were Artemis endo inh 1.
Screening C=C(C)c1cccc(C(C)(C)NC(=O)N2CCN(c3ncccn3)CC2)c1 returned Artemis endo inh 3.
`CN(C)CCC(=O)c1ccc(Cl)cc1` gave Artemis endo inh 7.
For CC(C)N(CCn1c(=S)[nH]c2ccccc2c1=O)C(C)C the results were Artemis endo inh -5.
`ONC(=Nc1ccccc1)C(=Nc1ccccc1)NO` gave Artemis endo inh 5.
For CCOC(=O)c1c(NC(=O)C(C)NCc2ccco2)sc2c1CCC(C)C2 (centres undefined) the results were Artemis endo inh 5.
For Cc1ccc(N2C(=O)CC(NCc3ccc4c(c3)OCO4)C2=O)cc1Cl (centres undefined) the results were Artemis endo inh -2.
For O=[N+]([O-])c1ccc(-c2nc(-c3cccs3)c(-c3cccs3)[nH]2)cc1 the results were Artemis endo inh 17.
For O=c1c2ccccc2nc(SCc2nnc(-c3ccccc3)o2)n1-c1ccc(F)cc1F the results were Artemis endo inh 15.
`Nn1c(-c2ccccn2)nnc1-c1ccccn1` gave Artemis endo inh -11.
For CCOC(=O)c1sc(NC(=O)c2ccncc2)nc1C the results were Artemis endo inh 18.
CN1CCN(CC(=O)Nc2nc(-c3ccccc3)cs2)CC1 was read as Artemis endo inh -4.
For Cc1cc(C)cc(NC(=O)CN2C(=O)NC(C)(c3ccccc3)C2=O)c1 (centres undefined) the results were Artemis endo inh 3.
O=C(NC1CCCCC1)C(c1ccncc1)N(Cc1ccc2c(c1)OCO2)C(=O)c1cnsn1 (centres undefined) was read as Artemis endo inh -2.
For c1ccc(CCc2ccccc2-c2nc(-c3cccnc3)no2)cc1 the results were Artemis endo inh 7.
For Cc1ccc(S(=O)(=O)NCCSc2nnnn2-c2cc(C)ccc2C)cc1 the results were Artemis endo inh 14.
O=C(Cn1cnc2scc(-c3ccc(F)cc3)c2c1=O)N1CCOCC1 was read as Artemis endo inh -4.
`COCCN1CCN(c2c3c(nc4cc(-c5cccc(F)c5)nn24)CCC3)CC1` gave Artemis endo inh -3.
For CC(=O)c1c(C)nc(-c2ccc3c(c2)OCO3)n1O the results were Artemis endo inh 12.
CC1=CC(C)(C)NC(=S)N1c1cccc2ccccc12 was read as Artemis endo inh 5.
For Cc1nc(CSc2ccc(Cl)cc2)cc(N2CCOCC2)n1 the results were Artemis endo inh 0.
For O=C(NC1CCCCC1)N(CCN1CCCC1)Cc1cc2cc3c(cc2[nH]c1=O)OCCO3 the results were Artemis endo inh 12.
For COc1ccc(NC(=O)CN2CCN(S(=O)(=O)c3ccc(Cl)cc3)CC2)cc1Cl the results were Artemis endo inh 0.
O=S(=O)(Nc1ccc(F)cc1)c1ccc(NC(=S)Nc2ccccc2)cc1 was read as Artemis endo inh 2.
Cc1cc(C)n(-c2nc(C)nc(N)n2)n1 was read as Artemis endo inh -4.
For COC(=O)C1(C(F)(F)F)N=C(N(C)C)OC(N(C)C)=N1 the results were Artemis endo inh -6.
Cc1ccc(/C(N)=N/OC(=O)/C=C/c2ccccc2)cc1 was read as Artemis endo inh -1.
For Cc1ccc(O)c(N=CC2=C(O)c3ccccc3C2=O)c1 the results were Artemis endo inh 38*.
CC(=O)C1=C(O)CCC1=N was read as Artemis endo inh 0.
`O=C(NC1=NCCS1)c1cccs1` gave Artemis endo inh -6.
Screening Cc1ccc(S(=O)(=O)N(CCO)c2cc3c(s2)CCCC3)cc1 returned Artemis endo inh 2.
Cc1cc(C)cc(NC(=O)CN2CCc3ccccc3C2)c1 was read as Artemis endo inh 5.
For CC(C)c1nnc(NC(=O)CCC(=O)NCc2ccc3c(c2)OCO3)s1 the results were Artemis endo inh -5.
O=C(O)CCC(=O)N1CCN(c2ccccn2)CC1 was read as Artemis endo inh -7.
CCOc1cccc(-c2nn3c(-c4cc(C)[nH]n4)nnc3s2)c1 was read as Artemis endo inh 6.

In the list so far, these contain an aryl methoxy group.
COc1ccccc1S(=O)(=O)Nc1ccc(-c2nnc3n2CCCCC3)cc1 was read as Artemis endo inh -4.
`COc1ccc(Cl)cc1NC(=O)CC(C)c1ccccc1` (centres undefined) gave Artemis endo inh -4.
For COc1ccc(NC(=O)CN2CCN(S(=O)(=O)c3ccc(Cl)cc3)CC2)cc1Cl the results were Artemis endo inh 0.

The listing continues.
For COc1ccccc1NC(=O)Cn1nnc(-c2ccccc2NC(=O)c2ccco2)n1 the results were Artemis endo inh -6.
CCOc1ccc(N2C(=O)CC(N3CCC(O)(c4ccc(Br)cc4)CC3)C2=O)cc1 (centres undefined) was read as Artemis endo inh 3.
For O=C(NC1(C(F)(F)F)N=C2SCCN2C1=O)C1CCCCC1 (centres undefined) the results were Artemis endo inh -4.
For COc1ccc(S(=O)(=O)NCC(c2cccnc2)N2CCN(c3ccccc3)CC2)cc1C (centres undefined) the results were Artemis endo inh 8.
For COc1ccc(C(=O)COC(=O)c2ccco2)cc1 the results were Artemis endo inh -2.
For COc1cccc(N2CCN(CC(=O)C34CC5CC(CC(C5)C3)C4)CC2)c1 the results were Artemis endo inh 1.
`Cc1cccc(-n2c(N)cc(=O)nc2SCC(=O)Nc2ccccc2)c1` gave Artemis endo inh -4.
Screening O=C(CN1CCN(S(=O)(=O)c2ccccc2)CC1)Nc1ccc2c(c1)OCO2 returned Artemis endo inh 1.
O=C1OCCC1Sc1ncnc2sccc12 (centres undefined) was read as Artemis endo inh 3.
For COCCNC(=O)COc1ccccc1C the results were Artemis endo inh -2.
For COc1ccc(OCC(=O)OC2CCN(C)CC2)cc1 the results were Artemis endo inh -3.
`CCC(C)NC(=O)C1CCN(S(=O)(=O)c2cccnc2)CC1` (centres undefined) gave Artemis endo inh -4.
For Cc1ccc(C2CC(c3ccccc3)=NN2C(=S)Nc2ccccc2)o1 (centres undefined) the results were Artemis endo inh 15.
Screening COc1ccc(NCN2C(=O)CCC2=O)cc1 returned Artemis endo inh 2.
For CC1(C)CC(=O)C=C(NCc2ccco2)C1 the results were Artemis endo inh 5.
`COc1ccc(N2CCN(Cc3oc(CO)cc(=O)c3O)CC2)cc1` gave Artemis endo inh 4.
Cc1onc(-c2ccccc2Cl)c1C(=O)OCN1C(=O)c2ccccc2C1=O was read as Artemis endo inh 6.
`Cc1cc(C)cc(NC(=O)CN2CCN(CCN=CC3=C(O)CC(C)(C)CC3=O)CC2)c1` gave Artemis endo inh -1.
Screening Cc1ccccc1NC(=S)N(C)Cc1cccs1 returned Artemis endo inh -6.
`COc1ccc2c(c1)OC1=C(C(=O)CCC1)C2C1=C(O)CCCC1=O` (centres undefined) gave Artemis endo inh -8.
Screening COc1ccccc1C(=O)Nc1ccccc1C(=O)N1CCCC1 returned Artemis endo inh 1.
Screening COc1ccc(CCNC(=O)c2cc(-c3ccc(C)c(C)c3O)n[nH]2)cc1OC returned Artemis endo inh 1.
CCOc1ccc2nc(SCC(=O)Nc3ccc4c(c3)OCCO4)[nH]c2c1 was read as Artemis endo inh 5.
`COc1cccc(C2C(C#N)=C(N)Oc3cc(C)[nH]c(=O)c32)c1OC` (centres undefined) gave Artemis endo inh 5.
`Cc1cc(NC(=O)C2CCCCC2)n(-c2nc3ccccc3[nH]2)n1` gave Artemis endo inh 13.
Screening O=c1c(-c2ccc(Cl)cc2)[n+]([O-])c2ccccc2n1O returned Artemis endo inh -3.
CCN(CC)C(=O)Nc1ccccc1C was read as Artemis endo inh 6.
`CCCn1c(-c2cccs2)nc2ccccc21` gave Artemis endo inh -4.
Screening O=c1oc2ccccc2n1CSc1nc2ccccc2s1 returned Artemis endo inh 10.
Screening COc1ccccc1NC(=O)Cn1nnc(-c2ccccc2NC(=O)c2cccs2)n1 returned Artemis endo inh 12.
Screening OC(COc1ccc2cc(Br)ccc2c1)CN1CCN(c2ccccn2)CC1 (centres undefined) returned Artemis endo inh 7.
Screening COCCNC(=O)CN(C(=O)Cn1nnc2ccccc21)c1ccc(F)c(Cl)c1 returned Artemis endo inh -7.
CCOc1cccc(C(=O)Nc2ccc3oc(Cc4ccc(Cl)cc4)nc3c2)c1 was read as Artemis endo inh 5.
Screening CC(C)N(CCNC(=O)C1CCN(S(=O)(=O)N2CCOCC2)CC1)Cc1ccccc1 returned Artemis endo inh 2.
Cc1ccc(-n2[nH]c(C)c(/C=C3/C=Nc4ccccc43)c2=O)cc1C was read as Artemis endo inh 7.
For Cc1cccc(NC(=S)NNC(=O)c2nn(C)cc2Cl)c1 the results were Artemis endo inh 9.
`CCOC(=O)C(C)Sc1nc2c(c(=O)[nH]c(=O)n2C)n1CCc1ccccc1` (centres undefined) gave Artemis endo inh -4.
`CCOC(=O)Cc1cc(=O)n2[nH]c(C)c(-c3ccc(OC)cc3)c2n1` gave Artemis endo inh 5.
Screening O=C(Nc1sc2c(c1C(=O)O)CCC2)c1cccs1 returned Artemis endo inh -4.
For COCCNC(=O)/C(C#N)=C/c1ccc(-c2ccc(OC)cc2[N+](=O)[O-])o1 the results were Artemis endo inh 5.

A draw from above in order of count of non-hydrogen atoms, high to low:
Screening COCCNC(=O)CN(C(=O)Cn1nnc2ccccc21)c1ccc(F)c(Cl)c1 returned Artemis endo inh -7.
Screening COc1ccccc1C(=O)Nc1ccccc1C(=O)N1CCCC1 returned Artemis endo inh 1.
`CCCn1c(-c2cccs2)nc2ccccc21` gave Artemis endo inh -4.

The listing picks up, starting 4 compounds before the break.
`CCOC(=O)C(C)Sc1nc2c(c(=O)[nH]c(=O)n2C)n1CCc1ccccc1` (centres undefined) gave Artemis endo inh -4.
`CCOC(=O)Cc1cc(=O)n2[nH]c(C)c(-c3ccc(OC)cc3)c2n1` gave Artemis endo inh 5.
Screening O=C(Nc1sc2c(c1C(=O)O)CCC2)c1cccs1 returned Artemis endo inh -4.
For COCCNC(=O)/C(C#N)=C/c1ccc(-c2ccc(OC)cc2[N+](=O)[O-])o1 the results were Artemis endo inh 5.
For Cn1cnnc1SCc1ccccc1 the results were Artemis endo inh -2.
Screening CCOC(=O)c1c(NC(=O)c2cc(C)oc2C)sc(C(=O)Nc2ccc(Cl)cc2)c1C returned Artemis endo inh 7.
Screening CCN(CC)c1ccc(/C=N/NC(=S)NCc2ccccc2)cc1 returned Artemis endo inh 14.
For CC(=O)Nc1ccc(C(=O)OCC(=O)c2ccc(C)c([N+](=O)[O-])c2)cc1 the results were Artemis endo inh -11.
For CCOc1cc(C(=S)N2CCOCC2)ccc1O the results were Artemis endo inh 44*.
For O=C(CSc1nncn1-c1ccccc1)Nc1ccc(N2CCOCC2)cc1 the results were Artemis endo inh -3.
`O=C1CC(O)(C(F)F)Oc2ccc3ccccc3c21` (centres undefined) gave Artemis endo inh 2.
Screening CCOC(=O)Cc1csc(NC(=O)c2cc(OC)cc(OC)c2)n1 returned Artemis endo inh -3.
For CC1CCN(c2ccc(C(=O)O)cc2)CC1 the results were Artemis endo inh 7.
`CC1(c2ccccc2)NC(=O)N(CC(=O)NC(=O)NCc2ccco2)C1=O` (centres undefined) gave Artemis endo inh 10.
Screening Cc1cc(N2CCN(c3cccc(C(F)(F)F)c3)CC2)n2ncnc2n1 returned Artemis endo inh 7.
CCCSc1nc(N)c2c3c(sc2n1)CN(C)CC3 was read as Artemis endo inh 12.
For COC(=O)Nc1ccc(S(=O)(=O)N2CCN(C)CC2)cc1 the results were Artemis endo inh -12.
`CCOC(=O)C(C)S(=O)(=O)c1ccc(C(F)(F)F)cn1` (centres undefined) gave Artemis endo inh 5.
`O=C(c1cnn(-c2nc3ccccc3s2)c1)c1ccccc1O` gave Artemis endo inh 6.
`COc1ccccc1N1CCN(C(=O)CSc2nnc(-c3ccoc3C)o2)CC1` gave Artemis endo inh 4.
`Cc1ccc(OCCSc2cc(C)nc(N)n2)cc1` gave Artemis endo inh 3.
`O=S(=O)(c1ccc(C2=CSC3=NCCN23)cc1)N1CCOCC1` gave Artemis endo inh 1.
`O=C(NCc1ccc2c(c1)OCO2)C1CCN(S(=O)(=O)c2cccc3nsnc23)CC1` gave Artemis endo inh -5.
For Cc1sc2nc(N)sc2c1C the results were Artemis endo inh 4.

Among those listed so far, two contain bromine:
CCOc1ccc(N2C(=O)CC(N3CCC(O)(c4ccc(Br)cc4)CC3)C2=O)cc1 (centres undefined) was read as Artemis endo inh 3.
Screening OC(COc1ccc2cc(Br)ccc2c1)CN1CCN(c2ccccn2)CC1 (centres undefined) returned Artemis endo inh 7.

Additional compounds:
Screening Cc1[nH]c2ccccc2c1/C=N/n1cnnc1 returned Artemis endo inh -12.
For COC(=O)c1cc(C(=O)OC)cc(N2C(=O)CC(N3CCN(c4ccccc4)CC3)C2=O)c1 (centres undefined) the results were Artemis endo inh -6.
`Cc1nn(-c2ccc(F)cc2)c2sc(C(=O)OC3CCOC3=O)cc12` (centres undefined) gave Artemis endo inh 10.
Screening CCOc1ccc(OCCCCN(C)C)cc1 returned Artemis endo inh -11.
For O=C(NCc1ccco1)C(c1ccccc1F)N(CC1CCCO1)C(=O)Cn1nnc2ccccc21 (centres undefined) the results were Artemis endo inh 0.
For Cc1ccc(C(=O)c2cc([N+](=O)[O-])ccc2N2CCN(C)CC2)cc1 the results were Artemis endo inh 0.
